# Bioassay records as filed in PubChem BioAssay.
# TLR9-MyD88 inh: blocks human TLR9 binding to MyD88. CHO BLA complementation TLR9-MyD88, CCF4 FRET ratio. inhibition, % at 4.98 µM. 340,000 tested, 0.21% active. AID 504734;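 active = inhibition above the mean over all tested compounds plus 3 SD, cut at about 21% in these data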;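 also: 0% = DMSO only wells and 100% = clavulanate BLA inhibitor control wells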
# Granule exo inh: blocks lytic granule exocytosis | inhibition, % at 10 µM | 360,000 tested, 0.66% active | TALL-104 LAMP-1 surface exposure, flow cytometry; cells stimulated with thapsigargin and PMA | AID 651702;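 active = inhibition above about 55%, limit read from the data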
# NOD2-RIPK2 inh: NOD2-RIPK2 protein interaction inhibition | O43353 | CHO BLA complementation NOD2-RIPK2, CCF4 ratio | inhibition, % at 4.98 µM | 360,000 tested, 0.38% active; in the data active = inhibition above about 21%;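 also: 0% = vehicle only and 100% = reference blocker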
# TROY NFkB inh: blocks TROY-dependent signaling in reporter cells; 360,000 tested, 0.98% active; Q293 LMP1-TROYcd NF-kB luciferase reporter, 4 h; inhibition, % at 10 µM;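 active = compounds whose plate-normalised and pattern-corrected inhibition of the luciferase reporter signal at the single screening dose is 50% or more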
# TWEAK Fn14 block: blocks TWEAK-Fn14 interaction in a reporter cell assay; TWEAK-stimulated Fn14 reporter cells, luciferase luminescence, 8 h; inhibition, % at 10 µM; 360,000 tested, 2% active; AID 1159606; in the data active = inhibition above about 50%
# NR2F2 inh: inhibitors of human COUP-TFII (NR2F2); AID 686940; P24468; HEK293T NGFI-A luciferase reporter, luminescence; 370,000 tested, 0.7% active; inhibition, % at 8.6 µM;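 active = inhibition above a per-plate cutoff, mean inhibition of test wells between control levels plus 3 SD, cut at about 38% in these data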;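 also: cells cotransfected with COUP-TFII expression vector driving the NGFI-A reporter; 0% = median of COUP-TF2 test wells and 100% = reporter-only cells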
# ABHD5 PLIN5 PPI: ABHD5-PLIN5 protein interaction inhibition | Q00G26+Q8WTS1 | AID 602281 | inhibition, % at 4 µM | Split G. princeps luciferase complementation, luminescence, 4 h | 360,000 tested, 0.78% active;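 active = inhibition above the mean inhibition across every tested compound plus 3 SD, cut at about 22% in these data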;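 also: 0% = DMSO only wells and the 100% control is not disclosed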
# Target sequence (Q00G26 whole entry, looked up): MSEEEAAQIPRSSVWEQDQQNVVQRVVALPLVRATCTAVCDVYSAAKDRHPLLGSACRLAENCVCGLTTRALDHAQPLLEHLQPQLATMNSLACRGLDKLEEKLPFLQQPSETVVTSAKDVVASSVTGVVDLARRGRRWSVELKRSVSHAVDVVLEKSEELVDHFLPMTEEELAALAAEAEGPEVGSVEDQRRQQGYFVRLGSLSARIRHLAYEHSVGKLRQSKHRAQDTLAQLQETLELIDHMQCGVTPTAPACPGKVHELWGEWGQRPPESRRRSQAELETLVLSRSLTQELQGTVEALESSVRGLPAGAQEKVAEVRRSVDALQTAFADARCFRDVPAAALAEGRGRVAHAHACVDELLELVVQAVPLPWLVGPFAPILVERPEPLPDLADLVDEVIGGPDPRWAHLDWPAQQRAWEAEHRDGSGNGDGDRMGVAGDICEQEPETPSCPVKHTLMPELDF
# Target sequence (Q8WTS1 whole entry, looked up): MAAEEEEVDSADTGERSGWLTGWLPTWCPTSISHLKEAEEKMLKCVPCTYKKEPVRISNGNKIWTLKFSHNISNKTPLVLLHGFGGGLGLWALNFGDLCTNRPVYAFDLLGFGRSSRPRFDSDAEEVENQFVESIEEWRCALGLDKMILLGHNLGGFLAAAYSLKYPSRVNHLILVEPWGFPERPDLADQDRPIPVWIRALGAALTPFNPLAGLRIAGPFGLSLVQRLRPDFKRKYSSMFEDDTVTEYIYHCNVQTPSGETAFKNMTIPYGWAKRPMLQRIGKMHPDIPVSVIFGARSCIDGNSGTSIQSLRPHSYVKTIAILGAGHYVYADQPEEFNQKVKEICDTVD
# NCOA2 inhibitor: inhibits human steroid receptor coactivator 2. Q15596. HEK293 GAL4-SRC2 luciferase reporter, luminescence. inhibition, % at 9 µM. 370,000 tested, 0.17% active. AID 651957;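 active = inhibition above the mean inhibition of all tested compounds plus 3 SD, set per campaign, cut at about 52% in these data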;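 also: 0% = DMSO treated cells and 100% = cells given Gossypol at 36 µM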
# SRC3 inh: inhibitors of human steroid receptor coactivator 3 (SRC3); Q9Y6Q9; HEK293 GAL4-SRC3 luciferase reporter, luminescence; inhibition, % at 3.6 µM; 360,000 tested, 0.17% active; AID 588352;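 active = inhibition above a per-campaign cutoff, the mean of all compounds plus 3 SD, cut at about 60% in these data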;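 also: 0% = DMSO-treated cells and 100% = gossypol-treated cells at 36 µM; higher means less SRC3-driven luciferase light from the GAL4 reporter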
# NR5A2 inv ag: inverse agonists of human LRH-1 (NR5A2); O00482; AID 602396; inhibition, % at 3.6 µM; HEK293T StAR-luciferase reporter, LRH-1 transfected, 24 h; 360,000 tested, 0.13% active;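 active = inhibition above the mean inhibition of all tested compounds plus 3 SD, cut at about 73% in these data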;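 also: 0% = DMSO wells and 100% = reporter-only cells lacking LRH-1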
# NCOA1 inh: inhibits human SRC1 coactivator; Q15788; 360,000 tested, 0.12% active; HEK293 GAL4-SRC1 luciferase reporter, luminescence; AID 588354; inhibition, % at 3.6 µM;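 active = inhibition above the campaign mean plus 3 SD, with each screening campaign given its own cutoff, cut at about 60% in these data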;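 also: 0% = DMSO treated cells and 100% = gossypol at 36 µM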
# Starred values were filed as active, the others as inactive; · = no result given. These rows are one share of the data; the hit share may differ from the screen's.
SMILES,TLR9-MyD88 inh,Granule exo inh,NOD2-RIPK2 inh,TROY NFkB inh,TWEAK Fn14 block,NR2F2 inh,ABHD5 PLIN5 PPI,NCOA2 inhibitor,SRC3 inh,NR5A2 inv ag,NCOA1 inh
COc1ccccc1CNS(=O)(=O)c1ccc2c(c1)oc(=O)n2C,5.2,0.5,-6.5,-7.0,16.1,-7.2,2.6,-17.4,-0.6,-13.2,-15.4
O=C(c1ccc2ccccc2c1)N1CCN(c2ccccn2)CC1,4.3,-2.9,-7.7,-0.7,21.3,-6.1,4.7,1.2,-7.1,7.1,-44.8
CCOC(=O)c1sc2nc(C)nc(NC3CCC(O)CC3)c2c1C (stereo unspecified),3.7,1.6,-2.5,8.5,26.6,-22.7,0.6,-23.4,-5.4,1.4,-4.1
CCOc1ccc(NC(=O)c2c(NC(=O)CN3CCN(C)CC3)sc3c2CCC3)cc1,-5.2,13.8,1.6,21.9,-15.6,10.7,13.3,3.6,-20.2,9.5,0.8
Cc1ccc(CN2CCN(Cc3c[nH]c4ccccc34)CC2CCO)o1 (stereo unspecified),3.8,0.5,-4.8,6.8,-8.0,7.9,9.0,5.1,11.1,25.2,-5.1
CCCN1CCC(=O)N([C@H](CSc2ccc(C)cc2)Cc2ccccc2)CC1,3.5,-10.8,4.2,-13.1,-4.3,-13.8,4.7,20.4,12.5,10.2,-12.3
O=C1C=C(c2cccc(Cl)c2)C[C@@H](c2ccc3c(c2)OCO3)C1,2.6,17.8,-12.7,-17.6,-25.2,-26.9,6.2,-14.9,16.3,-7.1,-9.2
COc1ccc(C(=O)COC(=O)c2ccccn2)c(OC)c1,2.2,25.2,5.7,-48.3,-4.7,-10.0,-6.7,4.9,-6.8,10.7,5.9
CC1(C2CC2)NC(=O)N(CC(=O)Nc2cc(S(=O)(=O)N3CCCCC3)ccc2Cl)C1=O (stereo unspecified),-8.5,-1.9,8.5,-2.0,4.3,-6.7,-11.8,-11.0,2.4,-12.3,-5.0
COCCN(Cc1nnc(-c2cccs2)o1)C(=O)CN1C(=O)NC2(CCCCC2)C1=O,-1.4,1.4,-4.2,9.6,-2.5,-17.5,9.1,-24.7,8.1,11.6,0.2
CCc1ccc(NC(=O)N2CCc3ccccc3C2)cc1,-0.7,2.2,-7.2,-27.1,-25.9,-45.3,-3.8,-31.0,-75.9,-77.7,-91.7
Cc1ccc2[nH]c(=O)c(CN(Cc3cccnc3)Cc3nnnn3CCN3CCOCC3)cc2c1,3.0,-1.2,-1.3,-2.8,-1.6,6.7,2.7,-29.9,11.5,-3.9,8.6
CCOc1ccc(C2/C(=C(/O)c3ccc(S(=O)(=O)N4CCCCC4)cc3)C(=O)C(=O)N2CCCOC)cc1OC (stereo unspecified),-3.7,8.5,5.9,17.5,-5.9,-4.0,-4.9,-16.1,-17.1,-12.2,10.2
CCC1=NN2C(=N)/C(=C/c3ccc(OS(=O)(=O)c4ccccc4)cc3)C(=O)N=C2S1,7.3,4.8,-0.1,12.3,-24.3,·,-6.0,·,-14.2,3.8,-10.5
COC(=O)CSc1nnc(-c2cccnc2)n1-c1cccc(OC)c1,-3.2,0.8,5.8,-8.9,18.5,-9.8,-4.9,-13.5,3.8,-19.6,-7.0
COc1ccc(Cl)cc1NC(=O)c1ccoc1C,2.1,-1.4,-4.6,·,-8.0,11.4,-3.5,-6.0,4.1,14.1,-10.2
O=C(OCC(=O)N1CCN(c2ccccc2)CC1)c1ccccn1,-3.1,0.2,3.9,-14.1,-2.4,-10.2,1.1,-3.7,3.4,3.1,14.0
O=C(CCc1ccccc1)NCCCNC(=O)CCc1ccccc1,-9.5,1.6,-1.3,-9.2,4.0,11.9,-11.6,9.9,-9.1,4.0,4.9
CCCCC(=O)OCC(=O)c1[nH]c(C)c(C(C)=O)c1C,2.4,-1.2,-3.0,-64.8,-12.0,9.8,5.3,10.7,4.7,-12.5,3.6
COCCNC(=O)C1(C)CCCN(Cc2ccc(OC)cc2)C1 (stereo unspecified),·,-10.3,2.5,14.3,12.2,·,0.2,·,-13.6,6.1,3.8
O=C(CSc1cccc2cccc(Cl)c12)NCc1cccs1,-0.6,-4.5,6.5,-5.9,1.2,4.9,-3.3,13.4,3.8,-15.5,9.4
C=CCN(C(=O)Nc1ccc(OC)cc1)c1nnc(-c2ccncc2)s1,-6.6,17.9,6.5,-11.7,5.1,11.7,-4.9,-8.4,13.6,-5.2,-3.7
COCCNC(=O)C1(C)CCCN(C(=O)c2cc(F)ccc2C)C1 (stereo unspecified),·,0.5,1.8,3.6,6.7,2.0,1.4,-35.2,2.5,-2.3,-1.4
CCSc1nnc(NC(=O)[C@H](C)N2C(=O)C3CC=CCC3C2=O)s1 (stereo partly specified),2.6,-9.8,1.8,17.7,5.6,-2.0,-2.2,-39.4,11.6,-4.3,10.7
CCN(c1ccccc1)S(=O)(=O)c1ccc(Cl)c(C(=O)OCC(=O)c2[nH]c(C)c(C(C)=O)c2C)c1,-5.1,0.7,-2.0,20.8,14.3,15.5,3.9,3.9,-4.1,-0.2,11.7

# In a second layout: results already given.
molecule	TLR9-MyD88 inh	Granule exo inh	NOD2-RIPK2 inh	TROY NFkB inh	TWEAK Fn14 block	NR2F2 inh	ABHD5 PLIN5 PPI	NCOA2 inhibitor	SRC3 inh	NR5A2 inv ag	NCOA1 inh
CCCCC(=O)OCC(=O)c1[nH]c(C)c(C(C)=O)c1C	2.4	-1.2	-3.0	-64.8	-12.0	9.8	5.3	10.7	4.7	-12.5	3.6
O=C(c1ccc2ccccc2c1)N1CCN(c2ccccn2)CC1	4.3	-2.9	-7.7	-0.7	21.3	-6.1	4.7	1.2	-7.1	7.1	-44.8

# Further entries:
SMILES,TLR9-MyD88 inh,Granule exo inh,NOD2-RIPK2 inh,TROY NFkB inh,TWEAK Fn14 block,NR2F2 inh,ABHD5 PLIN5 PPI,NCOA2 inhibitor,SRC3 inh,NR5A2 inv ag,NCOA1 inh
O=C(Cc1ccccc1[N+](=O)[O-])NCc1ccc2c(c1)OCO2,-1.4,0.7,3.9,-15.2,-37.3,-18.7,4.4,-59.5,-61.8,-41.2,-33.0
CC1(C)CC(=O)C2=C(C1)Nc1ncnn1C2c1ccccn1 (stereo unspecified),3.1,-2.3,-16.3,3.7,11.0,1.9,2.6,14.1,-12.5,0.8,-14.8
CCOC(=O)CSc1nc2nc(Cl)c(Cl)nc2[nH]1,-4.0,-0.6,-1.8,-69.3,16.3,-10.6,-0.3,-22.9,-17.0,-14.1,-15.3
N#CCCNC(=O)Cn1c(COc2ccc(Cl)cc2)nc2ccccc21,-4.3,-0.3,-15.4,-35.7,4.4,-15.4,8.6,-2.0,2.9,-19.1,5.3
O=C(OCC(=O)N1CCc2ccccc21)c1cccnc1,0.1,-0.6,-6.0,-12.3,-3.7,-27.7,0.7,-4.4,1.6,-10.1,-8.8
O=C(N/N=C/c1ccco1)c1cc(-c2ccccc2)n[nH]1,5.1,-0.2,-1.4,-11.9,-12.3,-19.3,0.0,0.1,-12.1,12.4,-21.6
CCCCOc1ccc(CN2CCSCC2)cc1,-5.7,2.8,-12.7,-36.8,3.2,4.4,1.9,-39.6,-34.4,-2.1,-24.9
CCCOc1ccc(-c2c(=O)n(OCC(=O)OCC)c3ccccc3[n+]2[O-])cc1,-3.3,-23.2,5.6,-9.2,-37.3,-45.6,-2.0,-42.0,-107.7,-83.4,-82.0
COc1cccc(C2(O)CCN(CC(=O)NCC3CC3)CC2)c1,-2.1,1.0,4.8,7.7,3.7,11.1,-0.3,2.7,-30.3,-2.9,-46.1
CCCCOc1ccc(-c2n[nH]c(=S)n2Cc2ccccc2)cc1,-0.2,-0.4,6.5,16.9,10.6,8.7,-1.1,-6.7,-5.2,-11.2,-2.1
CSCc1c(C(=O)N2CCCc3ccccc32)oc2ccccc12,-1.8,3.0,-3.4,-17.7,0.9,0.9,-5.5,9.4,-10.1,-3.0,-1.6
COC(=O)c1cccc(-n2cnnn2)c1,-4.5,2.0,4.5,13.8,2.0,-0.9,2.9,-15.9,8.2,5.6,-3.4
COc1ccc(-c2csc(NC(=O)c3cc(=O)c4ccccc4o3)n2)cc1OC,-16.1,2.7,-11.6,5.6,8.1,-0.2,4.3,-1.5,8.0,-7.2,-1.2
CSc1nc(C)nc(N/C=C(\C#N)S(=O)(=O)c2ccccc2Cl)n1,1.1,9.5,-8.3,-20.2,-16.1,16.4,19.6,-4.4,11.0,-6.9,4.2
COC(=O)C1=C(C)N(c2ccc(S(N)(=O)=O)cc2)C(=O)C1,-2.5,1.4,-9.0,3.5,13.0,5.3,-2.3,6.1,0.9,-12.3,-14.8
COc1ccc(C(CNC(=O)c2ccc(OCC3CCCO3)cc2)N2CCOCC2)cc1 (stereo unspecified),0.8,-3.0,7.0,-1.0,10.7,8.2,-4.6,-10.2,3.4,-9.5,-1.5
Cc1ccccc1N(CC(=O)N1CCCCCC1)S(C)(=O)=O,5.5,-0.5,-3.6,-6.8,-4.7,11.1,3.2,-3.4,0.0,18.5,-8.8
Cc1ccn2c(c1)nc(=O)c1cc(S(=O)(=O)N3CCCCC3)ccc12,6.8,-2.2,0.9,14.2,13.0,-6.1,-12.3,-42.6,5.2,-14.3,-10.0
COCc1ccc(C(=O)N2CCCC(CCC(=O)NCc3ccccc3F)C2)o1 (stereo unspecified),5.8,5.7,-3.1,-15.3,-1.7,-1.8,-2.8,-24.2,-3.5,-7.3,8.2
CN1CCN(NC(=O)c2cccc(F)c2)CC1,-6.1,-1.5,4.1,13.1,6.5,10.4,-0.7,8.7,-11.5,1.2,-9.6
O=C1C2C3C=CC(CC3)C2C(=O)N1/N=C/c1c[nH]c2ccccc12 (stereo unspecified),1.2,-0.5,-6.1,-5.8,-7.3,-17.2,-1.7,-47.9,-74.2,4.9,-59.9
CCCN1CCN(CCCNC(=O)c2ccc3nc(N4CCCCC4)sc3c2)CC1,-0.4,-8.5,-0.2,-40.0,-36.0,-37.1,-4.3,-44.8,-77.9,-146.6,-87.3
NC(=N\N=Cc1ccccc1)/C(N)=N/N=Cc1ccccc1,·,2.2,-21.1,-41.8,-28.5,-23.9,-0.9,-20.4,-66.8,-21.6,-36.0
CN(C)/C=C/C1=C([N+](=O)[O-])C(c2cccc([N+](=O)[O-])c2)NC(=O)N1 (stereo unspecified),3.0,-0.8,0.5,2.5,-2.1,8.3,-3.2,10.7,7.6,-7.6,-5.9
C=CCc1ccc(OCC(O)CN2CCC(Cc3ccccc3)CC2)c(OC)c1 (stereo unspecified),-3.6,56.1*,-10.2,-9.0,11.2,15.9,10.9,18.6,24.7,1.6,9.9
NC(=O)NOCc1c(F)cccc1Cl,·,-2.6,-7.3,-18.4,-1.3,2.3,3.9,-9.1,2.9,0.5,-19.4
CCN(C(=S)Nc1cc(S(=O)(=O)N2CCOCC2)ccc1Cl)c1cccc2ccccc12,4.5,60.6*,5.3,15.4,86.7*,3.7,-22.5,6.0,0.1,19.8,-6.2
CC1(C)Cc2cccc(OCC(=O)N3CCN(S(=O)(=O)c4ccc(F)cc4)CC3)c2O1,1.9,-0.6,-4.9,11.3,8.5,-4.2,1.2,-6.7,3.0,-0.8,3.0
Fc1ccc(/C=C2\CCCC3=C2Nc2ncnn2C3c2ccc(F)cc2)cc1 (stereo unspecified),4.9,20.0,25.8*,-49.7,34.6,-16.9,17.3,-1.5,9.5,5.0,-12.0
